# EBI2 antag = EBI2 receptor antagonists, beta-arrestin recruitment, primary screen, cell-based, luminescence, 7a,25-OHC stimulation, uHTS. 0.81% of 360,000 active. inhibition, % at 5 µM. 7a,25-OHC stimulated. AID 651636, 2012. G-protein coupled receptor 183 (Homo sapiens), P32249; in the data active = inhibition above about 38%;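 also: enzyme fragment complementation signal reports receptor beta-arrestin coupling in cells; 0% = agonist plus DMSO wells and 100% = wells without agonist; some results beyond the cut were filed as inactive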
# CHOP UPR activ = activators of apoptotic CHOP UPR arm, primary screen, cell-based, CHO-CHOP luciferase reporter, luminescence, uHTS; UPR activation; percent of tunicamycin response over DMSO baseline; activation, % at 10 µM; 0.34% of 330,000 active; AID 449763, 2010;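 active = at 10 µM dose, activation of 40% or more, normalized to positive control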;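 also: 100% = tunicamycin at 10 µg/mL and 0% = DMSO alone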
#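 System: CHO-CHOP luciferase reporter cell line; amount: 500 cells/well; buffer or medium: F12 medium containing 10% fetal bovine serum; incubation: 6 h compound exposure at 37 °C after overnight seeding; measured by: luciferase luminescence after 10 min with Steady-Glo reagent; evaluation: % reporter activation, DMSO baseline versus tunicamycin full activation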
# UPR XBP1 act = activators of adaptive XBP1 UPR arm, primary screen, cell-based, CHO-XBP1 luciferase reporter, luminescence, uHTS. IRE1-XBP1 UPR activation; percent of tunicamycin response, DMSO as zero. activation, % at 20 µM. 0.33% of 330,000 active;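 active = versus positive control, 20 µM dose yields 30% or more activation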;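 also: 100% = tunicamycin at 10 µg/mL and 0% = DMSO only wells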
#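 assay system = CHO-XBP1 luciferase reporter cells | amount = 1000 cells/well | buffer or medium = F12 plus 10% FBS | compound dosing = single point, 20 µM final compound, 1% DMSO | incubation = 16-18 h cell attachment at 37 °C, then 6 h compound exposure | detection = Steady-Glo luminescence read | controls = tunicamycin 10 µg/mL and vehicle-only wells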
# 697 NFkB inh = inhibitors of PMA/ionomycin-induced NF-kB reporter, 697 cells, primary screen, B-cell NF-kB inhibitor project, cell-based, luminescence, uHTS. 0.33% of 330,000 active. inhibition, % at 4 µM. AID 435022, 2010. 697 B-cell NF-kB luciferase reporter, 16 h; in the data active = inhibition above about 35%
# Mdm2 MdmX PPI = inhibitors of human Mdm2-MdmX association, primary screen, cell-based, luminescence, split luciferase, SaOS-2, uHTS | AID 485346, 2010 | 3% of 330,000 active | inhibition, % at 8 µM | SaOS-2 split-luciferase Mdm2/MdmX complementation | Protein Mdm4 (Homo sapiens) + E3 ubiquitin-protein ligase Mdm2 (Homo sapiens), …;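 active = inhibition of at least 50% at 8 µM in the primary screen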
# Target sequence (O15151 whole entry, looked up): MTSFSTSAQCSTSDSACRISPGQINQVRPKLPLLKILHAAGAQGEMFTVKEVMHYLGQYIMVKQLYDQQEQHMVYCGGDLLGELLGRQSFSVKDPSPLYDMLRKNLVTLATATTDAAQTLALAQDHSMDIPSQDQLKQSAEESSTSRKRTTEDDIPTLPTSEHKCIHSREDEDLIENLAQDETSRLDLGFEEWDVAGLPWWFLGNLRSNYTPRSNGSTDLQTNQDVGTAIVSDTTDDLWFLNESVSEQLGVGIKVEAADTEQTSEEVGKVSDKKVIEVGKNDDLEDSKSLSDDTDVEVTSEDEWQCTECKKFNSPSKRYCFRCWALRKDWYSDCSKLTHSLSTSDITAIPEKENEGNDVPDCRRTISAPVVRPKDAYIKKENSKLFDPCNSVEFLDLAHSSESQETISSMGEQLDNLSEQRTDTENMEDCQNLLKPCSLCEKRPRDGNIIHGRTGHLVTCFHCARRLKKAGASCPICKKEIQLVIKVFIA
# Target sequence (Q00987 whole entry, looked up): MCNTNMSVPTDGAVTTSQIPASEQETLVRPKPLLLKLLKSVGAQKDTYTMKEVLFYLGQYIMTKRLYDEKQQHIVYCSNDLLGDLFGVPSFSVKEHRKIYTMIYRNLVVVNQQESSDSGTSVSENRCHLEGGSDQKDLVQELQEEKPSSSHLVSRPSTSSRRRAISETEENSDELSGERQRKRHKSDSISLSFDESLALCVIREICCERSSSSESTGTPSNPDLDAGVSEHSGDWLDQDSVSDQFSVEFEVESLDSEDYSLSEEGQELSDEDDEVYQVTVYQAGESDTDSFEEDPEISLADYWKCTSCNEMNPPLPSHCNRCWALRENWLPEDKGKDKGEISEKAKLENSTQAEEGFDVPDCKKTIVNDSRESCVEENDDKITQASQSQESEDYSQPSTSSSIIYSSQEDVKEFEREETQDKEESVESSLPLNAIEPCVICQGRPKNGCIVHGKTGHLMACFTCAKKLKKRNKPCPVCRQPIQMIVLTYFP
# Gli-Sufu block = Gli-Sufu pathway antagonists, primary screen, luciferase luminescence, Sufu-KO-LIGHT cells, uHTS | Sufu-KO-LIGHT fibroblasts, Gli luciferase reporter luminescence | inhibition, % at 5 µM | 0.74% of 340,000 active;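 active = inhibition above about 55%, limit read from the data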;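 also: 0% = DMSO-treated cells and 100% = wells with medium but no cells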
# CCR6 antag = CCR6 receptor antagonists, primary screen, cell-based, CHO-K1, luminescence, beta-arrestin, uHTS | CHO-K1 CCR6 PathHunter beta-arrestin, CCL20-stimulated | 0.49% of 340,000 active | inhibition, % at 20 µM | AID 493098, 2011 | C-C chemokine receptor type 6 (Homo sapiens), P51684;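 active = compounds whose inhibition of the agonist-driven luminescence signal at 20 µM reaches about 50%, limit read from the data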;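 also: cells stimulated with CCL20 at 14 nM final; plate controls were DMSO with CCL20 for no effect and DMSO without agonist for full effect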
# CXCR6 block = CXCR6 receptor inhibitors, primary screen, cell-based, beta-arrestin, luminescence, CHO-K1 PathHunter, 1536-well; C-X-C chemokine receptor type 6 (Homo sapiens), O00574; inhibition, % at 20 µM; 0.36% of 360,000 active; in the data active = inhibition above about 34%, passing the limit was not always enough;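 also: antagonist mode with CXCL16 agonist at 10 nM final; 0% = 10 nM CXCL16 with DMSO and 100% = unstimulated wells without agonist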
# Jurkat NFkB inh = inhibitors of induced NF-kB luciferase reporter, primary screen, TCR NF-kB activation inhibitor project, cell-based, luminescence, uHTS. Jurkat, PMA/ionomycin-induced NF-kB luciferase reporter. inhibition, % at 4 µM. 0.53% of 330,000 active. AID 435003, 2010; in the data active = inhibition above about 50%
# The depositor's hits bear a star; x = not tested or not shown.
SMILES,EBI2 antag,CHOP UPR activ,UPR XBP1 act,697 NFkB inh,Mdm2 MdmX PPI,Gli-Sufu block,CCR6 antag,CXCR6 block,Jurkat NFkB inh
COC(=O)c1c(NC(=O)COC(=O)[C@@H](NS(=O)(=O)c2ccccc2)C(C)C)sc2c1CCC2,22,0.6,-2,10,13,4,17,7,-10
COc1ccc(C)cc1NC(=O)CSc1ccc(-c2ccco2)nn1,4,3.1,-1,-5,3,-7,5,1,37
Cc1sc2nc(CN3CCN(S(=O)(=O)c4cccc5nonc45)CC3)[nH]c(=O)c2c1C,5,2.1,-2,-3,2,12,8,-3,-11
C[C@@]12CCC=C[C@H]1[C@H](c1ccc(F)c(/C=C/c3ccccc3)c1)N(Cc1ccccc1)C2=O,9,1.0,5,13,25,2,16,8,-3
NS(=O)(=O)c1cc(Cl)c(NC(=O)COC(=O)c2ccccn2)c(Cl)c1,-6,0.2,2,11,8,0,-4,-1,-1
O=C(CN1C(=O)NC2(CCCc3ccccc32)C1=O)NCCc1ccc(F)cc1 (stereo unspecified),-10,1.2,-1,-3,1,-3,11,-11,5
CCC(C)n1cnc2c(c1=O)c1nc3ccccc3nc1n2Cc1ccc(OC)cc1 (stereo unspecified),-1,-1.1,8,-9,8,-15,9,21,-4
COCCOc1cc(NC(=O)c2ccccc2)c(Cl)cc1Cl,7,-0.2,-2,8,17,-5,12,-2,4
CC(C)(C)C(=O)N1CCN(C(=O)c2ccco2)CC1,-1,-0.6,-1,3,10,5,31,-6,-3
NC(=O)c1cccnc1Oc1cccc(Cl)c1,-5,0.7,1,10,29,6,6,1,1
Cc1ccc(NC(=O)CCC(=O)Nc2ccc(C)cc2)cc1,4,-3.6,-2,-17,2,22,2,-2,-14
COc1ccc(CCNC(=O)c2cc(-c3ccccc3)on2)cc1OC,-4,0.9,3,-5,5,13,-4,-5,-14
Cn1c2ccccc2c2nnc(NN)nc21,6,-0.4,-2,5,0,-1,-4,-10,-2
O=C(NC(=S)Nc1cccc(C(F)(F)F)c1)c1csnn1,-5,-0.7,-2,6,-25,11,26,14,-14
COc1ccc2nc(NC(=O)CCNS(=O)(=O)c3ccc4c(c3)oc(=O)n4C)sc2c1,-8,-1.7,0,13,5,-22,-6,0,9
CC(C)NC(=O)N1CCC(n2nccc2NC(=O)CCOc2ccccc2)CC1,-10,0.1,-2,-11,6,-7,3,6,10
Cc1ccc(CNC(=O)CN2C(=O)NC(C)(c3cccc(Br)c3)C2=O)cc1 (stereo unspecified),5,0.8,-4,-32,13,-1,-4,1,-15
CC(=O)Nc1cccc2ccc(O)cc12,-10,x,x,x,x,5,-8,-7,x
CCCc1nc(SCC(=O)NC2CCCC2)c2ccccc2n1,-1,0.4,-4,-2,31,4,23,1,10
O=C(Cn1cnc2cc([N+](=O)[O-])ccc2c1=O)Nc1ccc2c(c1)CCC2,-18,3.7,-4,-8,21,2,-7,-17,19

# An excerpt of these results, with values under each structure:
# The line under a structure holds: EBI2 antag | CHOP UPR activ | UPR XBP1 act | 697 NFkB inh | Mdm2 MdmX PPI | Gli-Sufu block | CCR6 antag | CXCR6 block | Jurkat NFkB inh
> O=C(NC(=S)Nc1cccc(C(F)(F)F)c1)c1csnn1
 : -5 | -0.7 | -2 | 6 | -25 | 11 | 26 | 14 | -14
> COc1ccc2nc(NC(=O)CCNS(=O)(=O)c3ccc4c(c3)oc(=O)n4C)sc2c1
 : -8 | -1.7 | 0 | 13 | 5 | -22 | -6 | 0 | 9
> CC(C)NC(=O)N1CCC(n2nccc2NC(=O)CCOc2ccccc2)CC1
 : -10 | 0.1 | -2 | -11 | 6 | -7 | 3 | 6 | 10
> Cc1ccc(CNC(=O)CN2C(=O)NC(C)(c3cccc(Br)c3)C2=O)cc1 (stereo unspecified)
 : 5 | 0.8 | -4 | -32 | 13 | -1 | -4 | 1 | -15
> CC(=O)Nc1cccc2ccc(O)cc12
 : -10 | x | x | x | x | 5 | -8 | -7 | x
> CCCc1nc(SCC(=O)NC2CCCC2)c2ccccc2n1
 : -1 | 0.4 | -4 | -2 | 31 | 4 | 23 | 1 | 10

# Following part
SMILES,EBI2 antag,CHOP UPR activ,UPR XBP1 act,697 NFkB inh,Mdm2 MdmX PPI,Gli-Sufu block,CCR6 antag,CXCR6 block,Jurkat NFkB inh
CCOC(=O)CC(NC(=O)c1ccc(C)cc1)c1ccc(OC)cc1 (stereo unspecified),-9,1.3,1,3,-26,15,7,0,6
CC(=O)Nc1ccc(S(=O)(=O)NC2(C(F)(F)F)NC(=O)N(C3CCCC3)C2=O)cc1 (stereo unspecified),2,-0.5,-1,-4,-5,-12,15,1,4
COc1cc(OC)cc(C(=O)Nc2ccc(S(=O)(=O)Nc3cc(C)on3)cc2)c1,-5,-1.5,0,-2,21,-6,8,-1,0
CSc1ccccc1OCc1cc(C(=O)N(C)CC2COCCO2)no1 (stereo unspecified),-3,5.5,0,-41,-13,-1,-6,-6,-18
CC(=O)Nc1nnc(C2=COCCO2)o1,-5,-0.2,-1,21,38,6,-8,-2,-9
COc1ccc(CC(=O)NC(=S)Nc2ccc(S(N)(=O)=O)cc2)cc1,-2,2.6,0,5,5,0,22,10,1
CC(C)(C)OC(=O)N1CCC(Cc2cc(-c3ccccc3)no2)(C(=O)O)CC1,9,-3.3,2,14,-12,-11,6,9,4
O=C(CSC1=NS(=O)(=O)c2cc(Cl)ccc2N1)Nc1cccc(F)c1,4,-0.1,-2,-1,7,-6,2,4,10
NC(=O)CSc1nnc(-c2cccnc2)n1Cc1ccccc1,-19,1.1,2,12,-6,-6,-14,3,2
CCc1noc(C)c1C(=O)N1CCCC(N2CCN(c3ccc(F)cc3)CC2)C1 (stereo unspecified),8,0.8,-1,-11,12,9,-5,6,2
O=S(=O)(c1ccccc1)N1CCN(S(=O)(=O)N2CCCCCC2)CC1,9,1.5,2,3,9,-3,4,-3,14
COc1cccc(CC(CC(=O)O)C(=O)Nc2cc(C)ccc2C)c1 (stereo unspecified),0,3.3,-2,-8,-21,1,-5,1,3
CCOC(=O)c1ccc[n+]([O-])c1,12,x,x,x,x,4,2,-7,x
CC(=O)c1cccc(NC(=O)c2ccc3c(c2)C(=O)N(Cc2cccnc2)C3=O)c1,14,1.2,-1,9,-20,0,12,4,-8
CN(C)S(=O)(=O)c1ccc(C(=O)OC2CCOC2=O)cc1 (stereo unspecified),-6,1.1,0,-12,-4,-5,4,-1,-7
O=C(CN(c1ccc(F)cc1)S(=O)(=O)c1ccccc1)NCCSC1CCCCC1,20,1.7,-2,15,11,-4,5,2,-9
CSc1sc(C)cc1/C=N/O,-5,-1.3,0,0,12,8,-15,-9,-7
CCc1c(C)c2c(C)nn(-c3ccccc3)c2oc1=O,11,0.1,3,10,15,-5,2,1,9
CCCCN(Cc1ccccc1)C(=O)c1cnc2n(c1=O)CCS2,2,-0.5,-3,-10,11,-4,6,1,3
N#Cc1ccccc1S(=O)(=O)N1CCN(C(=O)CN2CCCC2c2cccs2)CC1 (stereo unspecified),-5,0.2,-1,19,23,-4,8,-6,-2
O=C(c1sc2cccc(Cl)c2c1Cl)N1CCN(CCc2ccccn2)CC1,7,0.1,-1,11,10,19,7,-4,-3
Cc1ccc(NC(=O)COC(=O)C2CC2)cc1S(=O)(=O)N1CCOCC1,-3,-1.5,-3,15,18,-1,1,1,-7
CN(C)S(=O)(=O)c1cccc(-c2csc(=Nc3ccccc3)n2CCCN2CCOCC2)c1,9,1.1,1,-3,-4,-3,0,6,0
COc1ccc(CNCC(C)NCc2ccc(OC)c(OC)c2)cc1OC (stereo unspecified),8,-0.7,-1,-1,18,61*,2,7,15
COc1cccc(-c2cc(-c3cccnc3)nc(N)c2C#N)c1,6,2.1,6,-8,59*,-5,7,7,-5
Cc1ccc2[nH]c(=O)c(CN(Cc3cccnc3)Cc3nnnn3CC3CCCO3)cc2c1 (stereo unspecified),-7,-1.0,1,24,14,8,4,-8,3
CCN(C(=O)COC(=O)c1cnc(C)cn1)C1CCCCC1,2,-0.4,2,16,24,-3,4,0,5
Cc1cc(C)c(NC(=O)CO/N=C2\CCCc3nonc32)c(C)c1,0,2.9,-3,-8,25,-3,4,4,0
CCCCCCCNC(=O)C1(CC2CC(c3cccc(Br)c3)=NO2)CCN(C(=O)CCCCCBr)CC1 (stereo unspecified),5,1.0,-1,-27,30,0,14,12,2
CC(=O)c1ccc(OCc2ccc(Oc3c(Cl)cccc3[N+](=O)[O-])cc2)cc1,15,0.5,-1,-17,5,2,22,2,7
CNS(=O)(=O)c1ccc(N=Cc2c(C)[nH]n(-c3ccc(C)cc3C)c2=O)cc1,9,-0.4,0,5,13,-1,0,3,-21
O=C(CSc1n[nH]c(=O)[nH]c1=O)c1ccc(Cl)cc1Cl,-7,-1.0,2,-6,-4,-3,8,1,-15
O=C(Nc1ccc(SC(F)F)cc1)c1ccc2c(=O)n3c(nc2c1)CCC3,15,5.5,1,-67,-62,x,8,-2,-30
NC(=S)NN=C1CCCC(C(F)(F)F)C1 (stereo unspecified),3,x,x,x,x,4,2,-11,x
O=Cc1ccc2ccc3cccnc3c2n1,-9,2.6,5,-14,1,4,12,5,1
O=S(=O)(Nc1ccc(S(=O)(=O)Nc2cccc3ccccc23)cc1)c1ccccc1,7,-1.0,-2,-6,5,8,15,2,4
COc1ccccc1Nc1nc(NCCCCO)nc(N2CCCC2)n1,6,0.0,1,-3,16,15,4,8,-4
CN(Cc1ccccn1)C(=O)C1CCC(=O)N(CCc2ccc(Cl)cc2)C1 (stereo unspecified),11,-0.1,-4,10,-3,-7,5,1,11
O=C(CCC1CCCN(Cc2ccc3c(c2)OCCO3)C1)NCc1ccc(F)c(F)c1 (stereo unspecified),3,5.6,1,3,4,25,18,1,-5
CCc1ccccc1NC(=O)C1CCCN(S(=O)(=O)c2ccc3c(c2)CC(C)N3C(C)=O)C1 (stereo unspecified),-2,-3.5,-5,12,32,7,-3,-8,9
O=C(Nc1cccc(C(=O)O)c1)/C(=C\c1ccccc1)NC(=O)c1ccccc1,1,-0.3,-4,11,-9,-14,6,-1,5
CCNC1CCC(Nc2ccnc3cc(Cl)ccc23)CC1 (stereo unspecified),-11,x,x,x,x,22,-7,-9,x
Cc1ccc2c(cnn2C(=O)CCCC(=O)NCc2ccc(Cl)cc2)c1,-3,0.1,0,-67,-9,-37,13,2,-10
CCOc1cc(/C=N/Nc2nc(-c3cccs3)c(NC(C)=O)s2)ccc1O,-9,-1.7,-1,-10,-43,4,28,7,-2
O=C(O)c1cc([N+](=O)[O-])ccc1NCc1ccccc1,0,2.0,-1,-24,14,13,17,18,4

# Source: PubChem
